BoNT-F LC inh – BoNT F light chain protease inhibition | Multiplex microsphere protease cleavage assay, flow cytometry | inhibition, % at 10 µM | hit rate 0.22% among 360,000; in the data active means inhibition above about 35%, passing the limit was not always enough; inconclusive means no clear call, values can overlap the other calls; further: plate controls were buffer without enzyme for full effect and enzyme alone for no effect
BoNT-A LC inh2 – BoNT A light chain protease inhibition; hit rate 0.17% among 360,000; AID 588499; multiplex microsphere protease substrate cleavage, flow cytometry; inhibition, % at 10 µM; in the data active means inhibition above about 30%; inconclusive means no clear call, values can overlap the other calls; further: plate controls were buffer without enzyme for full effect and enzyme alone for no effect
FadD28 binding – M. tuberculosis FadD28 bisubstrate binding inhibition; inhibition, % at 12.5 µM; hit rate 0.22% among 360,000; FadD28 bisubstrate probe binding, fluorescence polarization; in the data active means inhibition above about 8.5%, passing the limit was not always enough; inconclusive means no clear call, values can overlap the other calls
PrPC TRFRET – inhibitors of human cell surface prion protein PrPC; P04156; TR-FRET read-out; inhibition, % at 13.8 µM; hit rate 0.43% among 370,000; in the data active means inhibition above about 24%; further: 0% = median of the test wells and 100% = reference compound wells
CCHFV vOTU inh – blocks the CCHF virus ovarian tumor domain protease. CCHFV vOTU protease, Pep-AMC fluorescence. inhibition, % at 11.5 µM. hit rate 0.55% among 370,000; further: 0% = vehicle wells with enzyme and 100% = no enzyme wells
Mtb FBA inh – inhibits M. tuberculosis FBA enzyme | P9WQA3 | purified M. tuberculosis FBA, fluorescence read-out | inhibition, % at 1 µM | hit rate 2.3% among 360,000 | AID 588726; in the data active means inhibition above about 27%;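 further: 0% = vehicle and 100% = reference inhibitor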
Target sequence (P9WQA3 whole entry, looked up): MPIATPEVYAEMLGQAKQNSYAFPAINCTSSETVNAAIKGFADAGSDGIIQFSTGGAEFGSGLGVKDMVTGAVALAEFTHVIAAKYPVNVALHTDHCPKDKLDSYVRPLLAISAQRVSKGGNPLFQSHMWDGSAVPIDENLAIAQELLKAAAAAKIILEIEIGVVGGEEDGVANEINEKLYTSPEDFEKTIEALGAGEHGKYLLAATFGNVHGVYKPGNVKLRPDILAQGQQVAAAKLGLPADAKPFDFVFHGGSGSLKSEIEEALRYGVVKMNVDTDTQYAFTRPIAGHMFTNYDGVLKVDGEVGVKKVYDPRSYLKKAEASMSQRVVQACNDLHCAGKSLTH
Mtb BioA inh – BioA (M. tuberculosis) enzyme inhibition; hit rate 0.096% among 360,000; inhibition, % at 9.99 µM; purified M. tuberculosis BioA enzyme, plate reader; in the data active means inhibition above about 40%; inconclusive means no clear call, values can overlap the other calls
GDH-TPI counter – counter-screen for M. tuberculosis FBA inhibitors: GDH-TPI coupled enzymes; GDH-TPI coupled enzyme counterscreen, NADH absorbance; inhibition, % at 4.8 µM; hit rate 1.2% among 360,000;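 further: 0% = DMSO wells and 100% = wells lacking the enzyme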
Mtb UGM inh – inhibitors of M. tuberculosis UDP-galactopyranose mutase. P9WIQ1. purified UGM, fluorescence polarization probe displacement. inhibition, % at 10 µM. hit rate 0.06% among 320,000; in the data active means inhibition above about 10%, passing the limit was not always enough; inconclusive means no clear call, values can overlap the other calls
Target sequence (P9WIQ1 whole entry, looked up): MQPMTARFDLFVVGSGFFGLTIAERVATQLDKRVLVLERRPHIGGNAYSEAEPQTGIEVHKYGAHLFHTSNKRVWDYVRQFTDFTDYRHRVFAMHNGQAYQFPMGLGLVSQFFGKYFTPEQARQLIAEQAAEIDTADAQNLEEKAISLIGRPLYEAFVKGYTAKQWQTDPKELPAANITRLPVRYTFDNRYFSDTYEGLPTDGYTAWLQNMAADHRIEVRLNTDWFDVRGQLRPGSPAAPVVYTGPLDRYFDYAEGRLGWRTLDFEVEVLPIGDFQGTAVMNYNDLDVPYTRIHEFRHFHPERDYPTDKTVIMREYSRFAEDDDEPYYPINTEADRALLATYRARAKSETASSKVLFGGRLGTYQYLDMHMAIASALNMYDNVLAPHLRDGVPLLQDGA
Numbers without * were called inactive; ? = inconclusive; nt = no result given; + = active, no number. Unless noted, no stated cut-off is given here; in the data, active means inhibition above about 30%; inactive means the rest.

Assay codes – A = BoNT-F LC inh; B = BoNT-A LC inh2; C = FadD28 binding; D = PrPC TRFRET; E = CCHFV vOTU inh; F = Mtb FBA inh; G = Mtb BioA inh; H = GDH-TPI counter; I = Mtb UGM inh
1	CC(=O)N1CCc2cc(S(=O)(=O)N3CCc4ccccc4C3)ccc21
  A: 7.8	B: -0.5	C: 0.3	D: 1.2	E: 17.9	F: -0.1	G: -0.6	H: -2.6	I: -1.0
2	CCCS(=O)(=O)N1CCN(C(=O)c2cccs2)CC1
  A: -5.9	B: 0.7	C: -1.0	D: 4.2	E: -8.7	F: 3.2	G: -0.8	H: 3.3	I: -3.8
3	O=C(c1cc(N2CCOCC2)c(F)cc1[N+](=O)[O-])N1CCOCC1
  A: 33.0	B: 5.0	C: -0.3	D: -19.0	E: 11.3	F: 51.3*	G: -1.9	H: 15.4	I: 3.5
4	Cc1cc(C(=O)CSCCCn2c(=O)[nH]c3ccccc32)c(C)n1C
  A: -5.1	B: 0.4	C: 0.6	D: 3.9	E: 10.1	F: -1.4	G: -0.9	H: 8.7	I: 4.1
5	Cc1nnc(SCC(=O)N/N=C/c2cn(-c3ccccc3)nc2-c2ccccc2)n1-c1ccccc1
  A: 10.1	B: 0.0	C: -5.0	D: -1.2	E: 5.1	F: -0.7	G: -1.5	H: 11.3	I: -0.2
6	O=C(CN1CCN(Cc2ccccc2Cl)C1=O)NCc1ccco1
  A: -2.6	B: 0.1	C: -1.6	D: -4.0	E: -11.9	F: 1.8	G: nt	H: -4.3	I: -0.9
7	O=C(Nc1ccccc1)[C@@H]1CC=C[C@@H]2CCN(Cc3ccccc3)C(=O)[C@@H]21
  A: -7.9	B: 0.4	C: -2.2	D: 0.5	E: 0.1	F: -2.7	G: 2.3	H: -0.9	I: 2.6
8	COC(=O)c1ccc(-c2c(-c3ccccc3)ncc3cc(OC)c(OC)cc23)cc1
  A: 1.5	B: 0.8	C: -2.4	D: -0.9	E: 8.4	F: 3.7	G: -2.7	H: 13.2	I: 2.5
9	Cc1nn(-c2ccccc2)c(C)c1CN(C)C(=O)c1ccc(S(=O)(=O)NCc2ccco2)cc1
  A: 5.8	B: 1.0	C: -3.8	D: 2.8	E: -0.3	F: 1.9	G: 2.0	H: 3.2	I: 3.6
10	CCN1CCN(C(=O)c2ccccc2NC(=O)c2ccc(Cl)cc2)CC1
  A: -3.6	B: -0.9	C: 0.9	D: 2.7	E: 5.8	F: -2.6	G: -0.7	H: -1.4	I: -2.9
11	Cc1cc(OCc2nn[nH]n2)c2c(C)c(CC(=O)O)c(=O)oc2c1
  A: -10.6	B: -1.3	C: -1.7	D: -6.6	E: -60.2	F: +	G: nt	H: 18.6	I: 2.1
12	CCC(=O)N1CCC1(C)C(=O)Nc1ccc(OC(F)F)cc1 (configuration not stated)
  A: 1.2	B: 0.1	C: -1.1	D: 1.6	E: 17.6	F: 4.1	G: -0.2	H: 4.6	I: nt
13	CC(=O)Nc1ccc(Br)c2ccccc12
  A: -6.1	B: -0.7	C: -1.9	D: 21.1	E: -2.0	F: -3.4	G: nt	H: 4.6	I: -1.5
14	NC(=O)CC[C@H](NC(=O)[C@H](Cc1ccccc1)n1c(=O)[nH]c2ccccc2c1=O)C(=O)N1CCC[C@H]1C(=O)O
  A: -0.1	B: 0.8	C: -2.2	D: 2.6	E: -5.9	F: 4.1	G: 0.2	H: 3.9	I: -0.9
15	NC(=O)c1ccc(N=Cc2ccc([N+](=O)[O-])s2)cc1
  A: -9.0	B: 0.5	C: 0.6	D: -0.3	E: 17.4	F: -0.5	G: nt	H: 9.2	I: -1.8

Later entries
Assay codes – A = BoNT-F LC inh; B = BoNT-A LC inh2; C = FadD28 binding; D = PrPC TRFRET; E = CCHFV vOTU inh; F = Mtb FBA inh; G = Mtb BioA inh; H = GDH-TPI counter; I = Mtb UGM inh
16	CCCC(=O)NCCc1nc2ccccc2n1C
  A: 5.0	B: 0.4	C: -3.4	D: -4.3	E: -7.4	F: 1.2	G: -0.3	H: 0.0	I: -0.5
17	CCOC(=O)C1(C(=O)OCC)NC(=O)CC1CC(C)C (configuration not stated)
  A: -1.7	B: -0.3	C: -2.8	D: 1.3	E: -4.0	F: 4.2	G: nt	H: -4.4	I: nt
18	CN(CC(=O)Nc1ccc(Cl)cc1)C(=O)CNC(=O)Cc1cccc2ccccc12
  A: -7.5	B: -0.2	C: -1.5	D: 18.5	E: 7.3	F: 7.2	G: -1.3	H: 9.5	I: -0.2
19	N/C(=N\OC(=O)c1ccco1)c1cccc(Br)c1
  A: 1.5	B: ?	C: -1.6	D: -3.5	E: -7.3	F: 2.9	G: 3.1	H: 7.4	I: nt
20	Cc1ccc2nc(SCC(=O)Nc3ccc(F)cc3F)[nH]c2c1
  A: 0.7	B: -0.6	C: -1.3	D: 4.2	E: -3.2	F: -1.9	G: -1.5	H: 3.8	I: 1.3
21	C/C=C(\C)CN1CCCC(CO)(Cc2ccccc2)C1 (configuration not stated)
  A: 2.2	B: -0.4	C: 1.9	D: 0.0	E: 1.5	F: 3.1	G: 2.9	H: 2.2	I: 1.5
22	COCCNC(=O)CN(C(=O)CCC(=O)Nc1ccccn1)c1ccc(OC)cc1
  A: ?	B: -3.5	C: -0.4	D: 2.6	E: -12.4	F: 4.1	G: -1.2	H: -8.4	I: 1.7
23	OCC1(Cc2ccccc2)CCN(Cc2cnc(-c3ccc(Cl)cc3)nc2)CC1
  A: -10.7	B: 0.7	C: -5.0	D: 4.9	E: 16.4	F: 1.2	G: -0.3	H: 7.5	I: 1.8
24	O=C(CCc1nc2ccccc2c(=O)[nH]1)OCc1ccc(-c2ccccc2)cc1
  A: -9.9	B: -0.5	C: 0.2	D: -11.7	E: -16.9	F: 6.4	G: nt	H: 3.7	I: 2.0
25	CS(=O)(=O)NCCSCc1c(Cl)cccc1Cl
  A: -2.1	B: -1.8	C: -4.3	D: 0.5	E: 8.8	F: -1.5	G: -1.3	H: 9.3	I: 1.7
26	CCCCCCc1nc2c(=O)[nH]c3ccccc3c2o1
  A: 20.4	B: 4.1	C: -2.0	D: -0.9	E: -5.9	F: -0.1	G: nt	H: 0.3	I: 1.3
27	CCC(=NCC1CCCO1)c1c(O)n(Cc2ccccc2)c(=O)[nH]c1=O (configuration not stated)
  A: -0.5	B: 1.2	C: -2.8	D: 3.0	E: 33.2*	F: -2.7	G: -0.7	H: 10.1	I: -1.5
28	O=[N+]([O-])c1ncn(Cc2c(Cl)cccc2Cl)n1
  A: -5.7	B: -0.3	C: -1.6	D: -17.0	E: 2.1	F: -2.0	G: nt	H: 0.3	I: nt
29	COc1cccc(NC(=O)N2CCCC2C(=O)NC2CCCC2)c1 (configuration not stated)
  A: -2.3	B: -1.0	C: -0.2	D: 0.1	E: -2.3	F: 4.8	G: 7.4	H: 7.5	I: 1.8
30	N/C(=N\OC(=O)c1ccc(Br)cc1)c1ccncc1
  A: -4.9	B: 0.1	C: -0.7	D: 6.0	E: 4.2	F: 0.3	G: nt	H: 6.7	I: 3.9

Limited to FadD28 binding and BoNT-A LC inh2, for some of the entries so far:
No.	molecule	FadD28 binding	BoNT-A LC inh2
19	N/C(=N\OC(=O)c1ccco1)c1cccc(Br)c1	-1.6	?
20	Cc1ccc2nc(SCC(=O)Nc3ccc(F)cc3F)[nH]c2c1	-1.3	-0.6
21	C/C=C(\C)CN1CCCC(CO)(Cc2ccccc2)C1 (configuration not stated)	1.9	-0.4

(further entries)
Assay codes – A = BoNT-F LC inh; B = BoNT-A LC inh2; C = FadD28 binding; D = PrPC TRFRET; E = CCHFV vOTU inh; F = Mtb FBA inh; G = Mtb BioA inh; H = GDH-TPI counter; I = Mtb UGM inh
31	Cc1ccccc1-n1c(SCC(=O)NCc2cccs2)nc2ccccc2c1=O
  A: 5.0	B: 0.8	C: -6.1	D: 0.1	E: -15.1	F: 4.3	G: 14.3	H: -11.7	I: -0.8
32	NC(Cc1ccc(C(F)(F)F)cc1)c1csc(NC(=O)Nc2ccccc2)n1 (configuration not stated)
  A: -24.8	B: -0.7	C: ?	D: -3.1	E: 22.6	F: -0.7	G: 0.2	H: -1.8	I: nt
33	CCOC(=O)C(C#N)=C1CCN(Cc2ccccc2)CC1
  A: 16.8	B: -1.9	C: 0.1	D: -0.4	E: -10.6	F: 0.1	G: -0.3	H: -11.6	I: 2.4
34	O=C1NC(Nc2nccs2)(C(F)(F)F)C(=O)N1CCc1ccccc1 (configuration not stated)
  A: 5.4	B: 0.2	C: -15.2	D: 3.9	E: 11.2	F: 2.5	G: -0.8	H: 5.8	I: -2.1
35	CCN(CC(=O)Nc1cccc(OC)c1)C(=O)C1CC(=O)N(Cc2ccccc2Cl)C1 (configuration not stated)
  A: -5.9	B: 0.1	C: -0.5	D: 7.3	E: 5.9	F: 0.6	G: 0.9	H: 3.5	I: nt
36	Cc1ccc(S(=O)(=O)c2cn(C)c3cc(N4CCN(C)CC4)c(F)cc3c2=O)cc1
  A: -0.5	B: 0.5	C: 1.4	D: 0.3	E: -15.3	F: 16.9	G: -0.4	H: 7.4	I: 0.0
37	C[C@@H]1O[C@H](C2CCCC2)Cc2[nH]c(=S)[nH]c(=O)c21
  A: 0.4	B: -0.1	C: nt	D: 10.6	E: 5.0	F: nt	G: nt	H: nt	I: nt
38	O=S(=O)(c1ccc(OCC(O)CN2CCN(c3ccccc3Cl)CC2)cc1)N1CCOCC1 (configuration not stated)
  A: -1.0	B: 0.6	C: -0.5	D: 3.9	E: -10.8	F: -2.1	G: -1.7	H: 2.9	I: 1.1
39	CCOn1c(=O)c(-c2cccc3ccccc23)[n+]([O-])c2ccccc21
  A: 1.0	B: -1.3	C: -2.0	D: -36.2	E: 11.5	F: 0.2	G: 6.3	H: 11.7	I: 0.6
40	Cc1cccc(CCNS(=O)(=O)c2ccc3c(c2)n(C)c(=O)c(=O)n3C)c1
  A: 11.5	B: -0.1	C: -0.5	D: 2.5	E: -4.4	F: 5.2	G: 3.0	H: 10.3	I: 1.1
41	O=C(Nc1ccc(S(=O)(=O)Nc2ccccc2)cc1)c1ccc(CN2CCOCC2)cc1
  A: -8.3	B: 0.4	C: -2.0	D: -1.6	E: -0.9	F: -1.0	G: nt	H: -2.5	I: 3.3
42	CC/C(C)=C1\SC(N2CCN(c3cccc(C(F)(F)F)c3)CC2)=NC1=O
  A: -11.3	B: -1.5	C: -2.9	D: -6.5	E: 5.0	F: 3.1	G: -0.2	H: -0.3	I: -0.7
43	CCOC(=O)CS(=O)(=O)c1ccc(O)cc1
  A: -8.8	B: -1.2	C: -1.7	D: 5.8	E: -8.9	F: 4.2	G: nt	H: 4.2	I: 0.5
44	CC(Sc1nc(-c2ccccc2)c(-c2ccccc2)[nH]1)C(=O)NCC1CCCO1 (configuration not stated)
  A: 5.1	B: 0.2	C: -0.8	D: 1.9	E: -11.7	F: 9.6	G: 0.6	H: 3.1	I: nt

One compound at a time, from the list above. Order of values: BoNT-F LC inh, BoNT-A LC inh2, FadD28 binding, PrPC TRFRET, CCHFV vOTU inh, Mtb FBA inh, Mtb BioA inh, GDH-TPI counter, Mtb UGM inh
Listed for Cc1ccccc1-n1c(SCC(=O)NCc2cccs2)nc2ccccc2c1=O → 5.0, 0.8, -6.1, 0.1, -15.1, 4.3, 14.3, -11.7, -0.8
Listed for CCOn1c(=O)c(-c2cccc3ccccc23)[n+]([O-])c2ccccc21 → 1.0, -1.3, -2.0, -36.2, 11.5, 0.2, 6.3, 11.7, 0.6
Listed for NC(Cc1ccc(C(F)(F)F)cc1)c1csc(NC(=O)Nc2ccccc2)n1 (configuration not stated) → -24.8, -0.7, ?, -3.1, 22.6, -0.7, 0.2, -1.8, nt

Screens from PubChem.
